# High-throughput results from PubChem.
# PERK inhibitor – human PERK inhibition, primary cell-based screen | AID 1416 | hit rate 0.17% among 220,000 | CHO PERK-DD fusion, SEAP luminescence translation reporter | Q9NZJ5 | inhibition, % at 5.6 µM;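 active = inhibition above the mean inhibition of all tested compounds plus 3 SD, set separately per screening campaign, cut at about 2.9% in these data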;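 note: PERK kinase domain activated by AP20187 dimerizer at 100 nM; 0% = DMSO with dimerizer and 100% = rapamycin at 8.4 µM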
# Target sequence (Q9NZJ5 whole entry, looked up, the tested form may be a part): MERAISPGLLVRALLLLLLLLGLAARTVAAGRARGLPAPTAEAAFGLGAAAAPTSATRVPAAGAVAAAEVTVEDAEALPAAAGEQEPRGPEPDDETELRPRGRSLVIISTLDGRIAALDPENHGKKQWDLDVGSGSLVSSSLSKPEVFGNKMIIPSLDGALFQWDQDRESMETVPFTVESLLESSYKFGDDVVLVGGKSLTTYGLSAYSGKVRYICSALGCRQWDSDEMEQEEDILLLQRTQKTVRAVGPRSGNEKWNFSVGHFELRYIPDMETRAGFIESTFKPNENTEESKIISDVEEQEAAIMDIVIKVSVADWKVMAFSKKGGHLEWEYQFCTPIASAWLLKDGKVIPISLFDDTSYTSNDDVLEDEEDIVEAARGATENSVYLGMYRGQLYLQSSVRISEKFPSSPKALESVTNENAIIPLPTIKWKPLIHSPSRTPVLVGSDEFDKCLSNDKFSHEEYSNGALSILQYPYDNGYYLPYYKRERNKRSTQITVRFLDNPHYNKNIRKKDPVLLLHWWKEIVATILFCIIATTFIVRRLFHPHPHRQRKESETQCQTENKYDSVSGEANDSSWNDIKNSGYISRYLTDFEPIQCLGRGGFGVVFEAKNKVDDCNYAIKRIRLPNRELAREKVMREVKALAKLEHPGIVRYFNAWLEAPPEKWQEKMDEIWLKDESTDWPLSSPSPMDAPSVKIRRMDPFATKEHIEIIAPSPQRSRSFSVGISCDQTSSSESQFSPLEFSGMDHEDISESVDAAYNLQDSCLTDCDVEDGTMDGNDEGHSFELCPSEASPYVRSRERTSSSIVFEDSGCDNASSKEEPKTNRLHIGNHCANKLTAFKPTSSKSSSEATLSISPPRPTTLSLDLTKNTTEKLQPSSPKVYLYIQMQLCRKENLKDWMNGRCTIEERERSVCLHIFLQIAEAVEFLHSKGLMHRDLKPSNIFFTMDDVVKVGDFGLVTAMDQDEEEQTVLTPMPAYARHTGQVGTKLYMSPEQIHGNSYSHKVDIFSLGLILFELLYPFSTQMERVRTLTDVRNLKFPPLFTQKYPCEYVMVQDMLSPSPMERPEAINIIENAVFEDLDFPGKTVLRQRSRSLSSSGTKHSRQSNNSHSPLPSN
# m-calpain inh – inhibitors of pig calpain II | hit rate 0.37% among 220,000 | inhibition, % at 16 µM | purified calpain II, fluorogenic peptide substrate, 30 min;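 active = inhibition above about 50%, limit read from the data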
# L929 necroptosis – blocks zVAD induced death of L929 cells; L929 zVAD necroptosis rescue, ATP luminescence, 24 h; with zVAD 60 µM; viability rescue, % at 10 µM; hit rate 0.38% among 220,000; AID 1377;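 active = activation, scaled between plate controls, above about 75%, limit read from the data; inactive = activation under that limit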;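 note: 0% = zVAD with DMSO and 100% = DMSO alone without zVAD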
# Cl transport mod – modulates chloride dependent transport by human KCC2. hit rate 2.2% among 190,000. B-score of Tl+ flux slope (higher = more flux/activation; lower = inhibition) at 10 µM. KCC2 cells, thallium flux FluoZin-2 fluorescence. Q9H2X9. AID 1456;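 active = thallium flux slope and its plate-corrected score both differing from the plate sample mean at a set confidence after two filtering rounds, in either direction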;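 note: slope of fluorescence scaled to starting intensity during 10 to 20 s after thallium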
# Rad51 HR inh – Rad51 (human) homologous recombination inhibition. Q06609. hRad51 DNA strand exchange, fluorescence dequenching. inhibition, % at 10 µM. hit rate 0.085% among 200,000;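 active = inhibition above 40% at the single screening dose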;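 note: 0% = DMSO control wells and 100% = blanks with heterologous ssDNA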
#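 Read-out basis: percent inhibition relative to plate controls and blanks / Assay system: human Rad51 nucleoprotein filaments preassembled on unlabelled ssDNA / Timing: filaments 15 min 37 °C, then compound 30 min / Control set: per-plate controls and blanks / Technique: fluorescence dequenching at 485/520 nm / Compound: 10 µM final, single point / Also added: Fluorescein- and BHQ1-tagged 47-mer duplex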
# TNF death inh – blocks TNF-alpha induced death of Jurkat FADD-/- cells; Jurkat FADD-/- TNF necroptosis rescue, ATP luminescence, 24 h; 0 = TNF only, 100 = no-TNF cells; activation (protection from cell death), % at 10 µM; hit rate 0.068% among 220,000; AID 463075;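 active = activation, meaning protection from cell death, of at least 50% relative to plate controls; inactive = activation below 50%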;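 note: necroptosis triggered by 40 ng/mL TNF-alpha added together with compound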
# eIF4E 4G PPI – eIF4E/eIF4G interaction inhibition in translation initiation. hit rate 0.37% among 220,000. inhibition, % at 21.7 µM. TR-FRET eIF4E-eIF4GI(517-606) binding, 2 h. AID 782. P63073+Q04637;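 active = inhibition above about 30%, limit read from the data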;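 note: 0% = full FRET control wells and 100% = background wells lacking eIF4GI fragment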
# Mdm2 ligase inh – Mdm2 E3 ligase (human) inhibition; signal enhancement, % at 5 µM; AID 1230; cell-based MDM2 ubiquitination luciferase reporter, 2 h; 0 = plate control, 100 = twice control, blank-subtracted; hit rate 0.11% among 210,000;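 active = signal enhancement of 30% or more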;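 note: luminescence tracks abundance of the self-degrading MDM2-luciferase fusion protein; higher signal means inhibition of MDM2 E3 ligase activity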
#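 Assay system: stable mammalian line carrying autodegrading MDM2–luciferase fusion reporter; Input: 2000 cells in each well; Compound dosing: single-point 5 µM; Schedule: 2 h compound exposure at 37 °C; Signal: SteadyLite luciferase luminescence after 15 min room-temperature reagent incubation; Evaluation: % luminescence enhancement versus blank-corrected plate control mean; Benchmarks: plate controls and plate blanks.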
# EBV gp42 block – blocks Epstein-Barr virus glycoprotein 42 binding. hit rate 0.42% among 220,000. Q1HVG2. inhibition, % (tested at 21.74 µM). Fluorescence polarization binding assay, mP read-out; in the data active = inhibition above about 50%
# Numbers without * were called inactive; i = inactive; / = not tested or not shown; [ ] = dose if it differs, or a comment. An unsorted share of the library. Share with any hit: about 3.6%.
SMILES,PERK inhibitor,m-calpain inh,L929 necroptosis,Cl transport mod,Rad51 HR inh,TNF death inh,eIF4E 4G PPI,Mdm2 ligase inh,EBV gp42 block
COc1ccc(NC(=O)C2CCN(c3cc(C)nc(-c4ccccc4)n3)CC2)cc1,-2.0,-59.3,-0.4,-1.79,0.9,1.4,3.7,/,-14.1
Cn1nnc(NC(=O)CSc2nnnn2-c2ccc(F)cc2)n1,-0.1,18.8,-1.1,0.0224,7.4,-0.2,0.1,-1.8,15.3
Cc1cc(NC(=O)c2ccccc2-c2ccccc2C(=O)O)no1,0.1,1.1,/,-1.27,/,-0.6,-5.1,-7.9,-0.4
Oc1sc(C=Nc2ccc(F)cc2)c2ccccc12,0.3,-57.6,0.3,/,-14.8,-4.7,0.6,-8.5,4.8
Cc1onc(-c2ccccc2)c1-c1csc(N/N=C/c2ccccc2)n1,0.0,-15.0,1.3,/,21.8,4.6,0.5,-8.1,-11.1
COc1cccc(OC)c1C(=O)NC(=S)Nc1ccc(S(=O)(=O)Nc2nccs2)cc1,0.1,-23.1,2.4,-0.582,-7.8,3.2,-1.1,1.8,-6.3
CC(=O)c1c(C)[nH]c(C(=O)NC2=NCCS2)c1C,-0.1,-14.9,0.3,-0.0893,1.1,-1.5,-4.1,-5.7,-9.7
CCOC(=O)C(C)(C)N(Cc1ccc(C)cc1)S(=O)(=O)c1ccc(Cl)c([N+](=O)[O-])c1,0.2,38.3,-1.1,-1.63,0.7,-3.9,-8.5,-8.1,1.7
O=C(Cn1nnc2ccccc21)c1ccc(Br)cc1,1.9,13.0,1.0,0.43,20.1,4.8,3.4,-20.6,-17.2
N=c1c(S(=O)(=O)c2ccccc2)cc2c(=O)n3ccccc3nc2n1Cc1ccco1,0.1,/,-0.4,0.0378,2.4,-6.0,/,-49.6,/
CCCCC(CCC(=O)Nc1ccccc1C(=O)OCC)C(=O)O (stereo unspecified),0.6,0.6,2.6,/,10.6,0.2,-6.0,-2.3,-0.8
CC(C(=O)N1CCN(C)CC1)N1C(=O)c2ccccc2C1=O (stereo unspecified),-0.3,-17.0,0.1,0.0238,1.6,1.5,6.6,5.1,-11.5
Cc1ccccc1-n1c(SCC(=O)N2CCN(c3ccccc3)CC2)nnc1-c1ccncc1,-1.2,-34.9,0.9,0.185,-1.6,0.4,-5.4[fluorescence artefact?],-3.5,-18.6
COc1ccccc1CNC(=O)c1cc(-c2cccnc2)nc2ccccc12,-0.1,-4.6,0.9,-0.141,-2.5,-6.7,-3.0,-20.2,-11.2
CC(C)CCN1CCN(Cc2ccc(C#CCCO)cc2)CC1CCO (stereo unspecified),1.0,-10.2,0.5,5.31*,-16.0,0.5,1.5,-1.4,-7.0
c1cnc(NCCNc2ncccn2)nc1,0.5,-34.3,-0.6,/,6.8,0.2,2.3,4.9,-4.3
CC(=O)N1CN(S(=O)(=O)c2ccc(C)cc2)CC1C (stereo unspecified),1.0,-2.4,-0.1,-0.824,-3.0,-0.8,-8.8,-17.3,-18.1
O=C(NC1CCCCC1)c1cc(C2CC2)on1,-0.7,-14.2,-0.5,0.975,-4.0,1.4,3.0,-15.7,2.5
O=[N+]([O-])c1cccc2ccc(/C=C/c3ccc(F)cc3)nc12,-0.8,22.9,2.2,-0.189,4.8,0.8,-5.7,-0.7,-11.1
COc1ccc(OC)c(C2C(C(C)=O)=C(O)C(=O)N2c2ccc(F)cc2)c1 (stereo unspecified),0.4,1.2,0.7,0.361,-4.2,-0.1,-0.4,6.0,-10.7
Cc1cccc(N=Nc2c(O)[nH]c3ccc(F)cc23)c1,2.0,-5.5,72.4,0.318,/,1.2,1.4,/,51.7*
COc1ccc(NC(=O)c2ccc([N+](=O)[O-])s2)c([N+](=O)[O-])c1,-0.3,14.0,-0.9,-0.164,/,-4.1,1.5,-19.8,-4.5
CCN(CC)C(=O)CSc1nc2c(sc(=S)n2CC)c(=O)n1-c1ccccc1,-0.8,-30.1,-0.4,-0.956,-9.7,-4.8,3.9,-17.9,4.4
O=C(NCc1ccccc1)C(=O)NCC1OCCN1S(=O)(=O)c1cccs1 (stereo unspecified),-0.5,6.9,1.9,-0.881,1.6,3.2,1.2[fluorescence artefact?],/,-3.4
COc1ccccc1[C@@H]1C(c2cccc(Cl)c2)=NN(c2ccccc2)[C@H]1C(=O)N1CCOC1=O,0.4,-367.5,0.8,0.718,-7.8,0.6,-0.1,/,-10.6

# (more compounds)
SMILES,PERK inhibitor,m-calpain inh,L929 necroptosis,Cl transport mod,Rad51 HR inh,TNF death inh,eIF4E 4G PPI,Mdm2 ligase inh,EBV gp42 block
COC(=O)c1c(NC(=O)CN2CCC3(O)CCCCC3C2c2cc(OC)ccc2OC)sc(C)c1C (stereo unspecified),-1.2,-45.6,1.4,1.17,7.3,2.6,4.1,4.2,-9.7
CC(C)Cn1cnc2c(c1=O)c1nc3ccccc3nc1n2Cc1ccc2c(c1)OCO2,0.5,-21.9,-1.3,0.128,2.4,-5.5,-5.0,-24.1,-12.0
O=C(Cc1ccccc1)Nc1ccc(NC(=O)c2cccc(Cl)c2)cc1,0.4,-26.5,1.4,0.959,-2.4,1.5,1.8[fluorescence artefact?],-18.6,-2.0
CCOC(=O)c1c(NC(=O)C2C3C=CC(C3)C2C(=O)O)sc2c1CC(C)CC2 (stereo unspecified),-1.2,27.0,-0.1,-1.52,-0.4,1.0,2.9,-8.9,-13.3
Cc1nc2ccccc2nc1CN1CCC(CO)(CC2CCCCO2)CC1 (stereo unspecified),0.3,-18.2,-0.8,0.453,29.5,0.7,-2.2,-8.3,-6.9
CSCCC(NC(=O)c1cccc([N+](=O)[O-])c1)C(=O)O (stereo unspecified),0.9,10.5,0.3,0.743,/,0.9,-0.4,-12.9,7.2
CCOC(=O)c1sc2nc(N3CCOCC3)c3c(c2c1N)CCC3,-0.9,i,7.5,/,5.6,0.2,6.5[fluorescence artefact?],-9.7,9.0
O=C(CCCn1c(=S)[nH]c2ccsc2c1=O)Nc1ccc2c(c1)OCCO2,0.8,25.9,1.4,0.0393,/,-0.3,-1.0,-26.7,0.8
CCc1c(C(=O)Nc2nnc(C3CC3)s2)csc1C,0.4,-14.0,1.0,-0.218,-6.8,-1.1,4.2[fluorescence artefact?],-18.9,-16.1
CCO[C@H]1OC(C(=O)O)=C[C@@H](C2CC2)[C@@H]1CCCO,1.2,-10.0,0.5,1.1,-5.0,0.6,1.4,/,-4.7
CCN(CC)c1nc(N)nc(NS(=O)(=O)c2ccc(Cl)cc2)n1,0.8,24.4,-0.4,0.189,-1.1,-1.0,14.3[fluorescence artefact?],-9.3,-37.5
CC(CN1CCN(C)CC1)OC(=O)c1ccc(Cl)cc1Cl (stereo unspecified),-0.8,23.6,-0.2,-0.0255,/,0.5,9.9,2.8,-10.4
NNC(=O)C1CCCN1S(=O)(=O)c1ccc(Cl)cc1 (stereo unspecified),0.5,-16.4,-1.7,0.495,2.1,0.2,3.5,6.6,-16.1
CCSc1nnc(NC(=O)c2cc(-c3ccccc3O)n[nH]2)s1,3.8*,-1.1,0.9,-0.621,4.0,3.0,-3.1,-5.9,-17.0
CS(=O)CSc1nc2c(cc1C#N)CCCC2 (stereo unspecified),0.5,5.0,-0.2,1.87,5.0,3.4,-1.9,-24.4,-11.6
NS(=O)(=O)c1ccc(NC(=O)COC(=O)CNC(=O)C23CC4CC(CC(C4)C2)C3)cc1,1.1,-11.2,1.6,0.555,0.2,-0.6,3.2,0.6,-13.5

# A draw from above in order of heavy-atom count, high to low:
SMILES,PERK inhibitor,m-calpain inh,L929 necroptosis,Cl transport mod,Rad51 HR inh,TNF death inh,eIF4E 4G PPI,Mdm2 ligase inh,EBV gp42 block
COC(=O)c1c(NC(=O)CN2CCC3(O)CCCCC3C2c2cc(OC)ccc2OC)sc(C)c1C (stereo unspecified),-1.2,-45.6,1.4,1.17,7.3,2.6,4.1,4.2,-9.7
COc1ccccc1[C@@H]1C(c2cccc(Cl)c2)=NN(c2ccccc2)[C@H]1C(=O)N1CCOC1=O,0.4,-367.5,0.8,0.718,-7.8,0.6,-0.1,/,-10.6
CC(C)Cn1cnc2c(c1=O)c1nc3ccccc3nc1n2Cc1ccc2c(c1)OCO2,0.5,-21.9,-1.3,0.128,2.4,-5.5,-5.0,-24.1,-12.0
NS(=O)(=O)c1ccc(NC(=O)COC(=O)CNC(=O)C23CC4CC(CC(C4)C2)C3)cc1,1.1,-11.2,1.6,0.555,0.2,-0.6,3.2,0.6,-13.5
CCOC(=O)c1c(NC(=O)C2C3C=CC(C3)C2C(=O)O)sc2c1CC(C)CC2 (stereo unspecified),-1.2,27.0,-0.1,-1.52,-0.4,1.0,2.9,-8.9,-13.3
Cc1nc2ccccc2nc1CN1CCC(CO)(CC2CCCCO2)CC1 (stereo unspecified),0.3,-18.2,-0.8,0.453,29.5,0.7,-2.2,-8.3,-6.9
O=C(Cc1ccccc1)Nc1ccc(NC(=O)c2cccc(Cl)c2)cc1,0.4,-26.5,1.4,0.959,-2.4,1.5,1.8[fluorescence artefact?],-18.6,-2.0
CCOC(=O)c1sc2nc(N3CCOCC3)c3c(c2c1N)CCC3,-0.9,i,7.5,/,5.6,0.2,6.5[fluorescence artefact?],-9.7,9.0
CCSc1nnc(NC(=O)c2cc(-c3ccccc3O)n[nH]2)s1,3.8*,-1.1,0.9,-0.621,4.0,3.0,-3.1,-5.9,-17.0
CC(CN1CCN(C)CC1)OC(=O)c1ccc(Cl)cc1Cl (stereo unspecified),-0.8,23.6,-0.2,-0.0255,/,0.5,9.9,2.8,-10.4
CSCCC(NC(=O)c1cccc([N+](=O)[O-])c1)C(=O)O (stereo unspecified),0.9,10.5,0.3,0.743,/,0.9,-0.4,-12.9,7.2
CCc1c(C(=O)Nc2nnc(C3CC3)s2)csc1C,0.4,-14.0,1.0,-0.218,-6.8,-1.1,4.2[fluorescence artefact?],-18.9,-16.1
CS(=O)CSc1nc2c(cc1C#N)CCCC2 (stereo unspecified),0.5,5.0,-0.2,1.87,5.0,3.4,-1.9,-24.4,-11.6
